Screening data as filed in PubChem BioAssay.
ERa coact inh – ER-alpha (human) coactivator binding inhibition; P03372; TR-FRET ER-alpha LBD / SRC-1 peptide, estradiol-bound; inhibition, % at 25.6 µM; 1.7% of 86,000 active; AID 629; in the data active means inhibition above about 50%;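 further: 0% = receptor plus peptide control and 100% = peptide only without receptor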
Target sequence (P03372 whole entry, looked up, the tested form may be a part): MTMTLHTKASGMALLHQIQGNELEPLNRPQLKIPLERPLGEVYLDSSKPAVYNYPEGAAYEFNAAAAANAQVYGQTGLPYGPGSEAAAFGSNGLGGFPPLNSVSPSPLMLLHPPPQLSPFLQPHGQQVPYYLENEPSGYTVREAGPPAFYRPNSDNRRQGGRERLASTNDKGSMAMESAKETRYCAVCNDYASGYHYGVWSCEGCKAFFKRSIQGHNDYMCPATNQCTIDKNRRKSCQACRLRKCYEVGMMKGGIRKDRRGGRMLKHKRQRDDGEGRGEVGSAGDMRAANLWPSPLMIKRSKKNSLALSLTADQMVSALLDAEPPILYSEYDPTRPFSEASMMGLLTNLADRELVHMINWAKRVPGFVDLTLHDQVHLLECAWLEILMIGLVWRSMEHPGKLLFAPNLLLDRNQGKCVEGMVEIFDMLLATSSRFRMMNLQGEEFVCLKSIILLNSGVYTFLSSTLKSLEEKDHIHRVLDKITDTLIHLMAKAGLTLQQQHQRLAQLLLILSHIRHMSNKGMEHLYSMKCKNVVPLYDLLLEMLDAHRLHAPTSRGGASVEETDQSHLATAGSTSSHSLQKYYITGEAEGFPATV
ERa SRC1 pot – enhances coactivator binding to human estrogen receptor alpha; TR-FRET ERalpha-LBD/SRC-Cy5 coactivator binding, 2 h; 100 = basal binding, no effect; 1.3% of 86,000 active; P03372; coactivator binding (% of control), % at 25.6 µM; AID 639; in the data active means activity above about 200%;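 further: binding measured in presence of low estradiol as agonist stimulus; 0% = peptide alone without receptor and 100% = receptor with peptide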
H69AR inhibit – growth inhibitors of human H69AR lung tumor cells; AID 598; H69AR lung tumor viability, ATP luminescence, 72 h; stronger effect = lower value; viability, % at 10 µM; 6% of 85,000 active;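 active means viability at or below 40%; inactive means viability above 40%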;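 further: multidrug resistant small cell line overexpressing MRP-1 efflux transporter; 100% = mean luminescence of untreated control wells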
HUVEC prolif 384 – human endothelial cell proliferation inhibition | HUVEC proliferation, CellTiter-Glo luminescence, 72 h; stronger effect = lower value | viability, % at 10 µM (by protocol) | 1.1% of 86,000 active | AID 648;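 active means viability at or below 30%; inactive means viability above 30%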;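 further: 100% = median luminescence of DMSO-only cell control wells on each plate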
Smad3 FoxH1 inh – blocks human Smad3 binding to FoxH1 peptide. AID 630. TR-FRET Smad3/Dy647-FoxH1 peptide binding, europium anti-His. P84022. inhibition, % at 25 µM. 0.29% of 88,000 active;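 active means compounds that reduce the energy-transfer binding signal between the protein and its labelled peptide by more than half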;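 further: 0% = Smad3 plus labelled peptide maximal FRET and 100% = peptide-only background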
Target sequence (P84022 whole entry, looked up): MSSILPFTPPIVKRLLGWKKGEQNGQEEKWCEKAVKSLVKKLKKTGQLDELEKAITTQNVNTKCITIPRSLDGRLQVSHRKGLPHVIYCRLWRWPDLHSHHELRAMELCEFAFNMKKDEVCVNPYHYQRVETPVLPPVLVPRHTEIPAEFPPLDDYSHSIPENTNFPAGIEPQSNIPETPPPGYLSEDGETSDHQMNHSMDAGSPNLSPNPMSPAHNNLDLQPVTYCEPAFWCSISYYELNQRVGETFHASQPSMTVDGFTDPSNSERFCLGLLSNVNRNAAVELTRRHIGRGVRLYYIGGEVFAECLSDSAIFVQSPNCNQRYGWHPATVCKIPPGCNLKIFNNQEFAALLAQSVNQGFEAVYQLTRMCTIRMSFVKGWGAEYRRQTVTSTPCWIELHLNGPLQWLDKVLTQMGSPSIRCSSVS
Fibroblast inh – blocks proliferation of human lung fibroblasts; 1.1% of 85,000 active; viability, % at 10 µM; LL 47 human lung fibroblast viability, ATP luminescence; stronger effect = lower value;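 active means viability at or below 50% in the single dose screen; inactive means viability above 50%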;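 further: compound exposure lasted 72 h before the ATP readout; 100% = median luminescence of untreated cell-only wells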
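Benchmarks: Cell-only wells, no compound | Test system: LL 47 human lung fibroblasts, passage 12 or lower | Input: 1,150 cells/well | Measured by: CellTiter-Glo luminescence measuring cellular ATP | Medium: IMEM, 15% FBS supplement | Schedule: Overnight attachment after seeding, then 72 h compound exposure at 37 °C | Doses: Compound addition at 0.1% DMSO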
Calb biofilm kill – kills Candida albicans biofilms; 0.14% of 85,000 active; inhibition, % at 6 µM; C. albicans biofilm + clotrimazole, Alamar Blue;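 active means inhibition above 20%; inactive means inhibition below 20%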;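 further: preformed 24 hr biofilms exposed to compound for 48 hr; 0% = biofilm without compound and 100% = blank killed by clotrimazole plus chlorhexidine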
ERb coact inh – ER-beta (human) coactivator binding inhibition; 1.3% of 86,000 active; Q92731; TR-FRET ER-beta LBD / SRC1-Cy5 peptide binding; receptor agonist-loaded with 1 µM estradiol; inhibition, % at 25.6 µM;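 active means compounds whose percent inhibition of the receptor-coactivator binding signal exceeds about 50% in the single-dose screen, limit read from the data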;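 further: 0% = receptor plus peptide wells without compound and 100% = peptide-only wells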
sEH activator – soluble epoxide hydrolase (human) activation. 0.04% of 91,000 active. activation, % at 2 µM. purified human sEH enzymatic activity, activator screen. AID 717. P34913; in the data active means activation above about 37%; further: values of inactives mirror those of a sister screen read the other way
* hit, by the source's call; · = not tested or not shown; [ ] = remark or other dose. These rows are one share of the data. The share of hits here may be higher or lower than overall.

SMILES	ERa coact inh	ERa SRC1 pot	H69AR inhibit	HUVEC prolif 384	Smad3 FoxH1 inh	Fibroblast inh	Calb biofilm kill	ERb coact inh	sEH activator
CCN(CC)S(=O)(=O)c1ccc(-c2ccc(S(=O)(=O)N(CC)CC)cc2)cc1	4	87	82	84	11	86	4	2	9
CC1Cc2ccccc2N1c1nc(C2CC2)nc2c1nnn2Cc1ccccc1 (stereo not drawn)	8[fluorescence artefact?]	166[fluorescence artefact?]	84	109	0	87	7	20[fluorescence artefact?]	16
COc1ccc(NC(=O)c2cc3ccccc3o2)cc1	-26	107[fluorescence artefact?]	50	85	9	95	9	-33	·
Cc1ccc(C(=O)CSc2nc(N)cc(=O)[nH]2)cc1	0	105	101	99	6	101	10	-8	-1
COc1ccc(CCNC2CC(=O)N(C)C2=O)cc1OC (stereo not drawn)	-5	102	105	94	11	97	2	0[fluorescence artefact?]	6
CC1CCc2nc(N)c(C#N)c(-c3ccncc3)c2C1 (stereo not drawn)	0	117	·	104	-1	99	3	2	-15
CSc1nccc(Nc2ccccc2)c1C#N	6	86	93	107	-12	104	8	12	·
Cn1c(=O)c2cn3ncccc3c2n(C)c1=O	-13[fluorescence artefact?]	112	80	105	8	96	8	-8[fluorescence artefact?]	8
Cc1cnc(C(=O)OCC(=O)N2CCN(C(=O)c3ccco3)CC2)cn1	-12	90	103	98	0	100	1	0[fluorescence artefact?]	-2
Cc1cc(N2CCc3ccccc32)n2ncnc2n1	-1	105[fluorescence artefact?]	82	89	10	97	3	-7	-2
CCC(C)S(=O)(=O)c1snnc1C (stereo not drawn)	-1	101	96	92	-1	94	5	3	-10
Cc1sc2nc(CSc3nc4ccccc4c(=O)n3CCCN3CCOCC3)[nH]c(=O)c2c1C	35	130[fluorescence artefact?]	9.8*	60	-1	86	-3	26[fluorescence artefact?]	·
CCc1nc(SCC(=O)N2CCOCC2)c2c(=O)n(C)c(=O)n(C)c2n1	15	55[fluorescence artefact?]	87	100	1	102	4	6	·
O=C(NCCOC(=O)c1ccncc1)c1ccccc1	-5	113	86	92	1[fluorescence artefact?]	97	8	-3	-10
Cn1c(=O)c(-c2cc(Br)ccc2N)nc2ccccc21	7	88	63	86	17	100	1	-6	-7
Cc1c(NS(=O)(=O)c2ccc3c(c2)OCCO3)cccc1-c1nc2cccnc2s1	13[fluorescence artefact?]	244*[fluorescence artefact?]	80	88	1	101	8	5[fluorescence artefact?]	3
O=C(NCCc1cn2ccccc2n1)c1ccccc1F	1	125	96	103	1	99	9	-3	-3
CC1=CCC2C(=O)N(c3ccc(C(=O)N4CCCCCC4)cc3)C(=O)C2C1 (stereo not drawn)	5[fluorescence artefact?]	122[fluorescence artefact?]	89	95	4	100	3	2[fluorescence artefact?]	0
O[C@@H](CNC[C@H](O)c1ccccc1)c1ccccc1	-11	111	87	107	-13	97	·	-9	-1
N#CC1=C(N)N(c2ccc(Br)cc2)C2=C(C(=O)CCC2)C1c1cccnc1 (stereo not drawn)	0	89	83	89	3	92	7	-3	·

In a second layout: entries from further up
Each structure is followed by: ERa coact inh, ERa SRC1 pot, H69AR inhibit, HUVEC prolif 384, Smad3 FoxH1 inh, Fibroblast inh, Calb biofilm kill, ERb coact inh, sEH activator
- CCc1nc(SCC(=O)N2CCOCC2)c2c(=O)n(C)c(=O)n(C)c2n1
 : 15, 55[fluorescence artefact?], 87, 100, 1, 102, 4, 6, ·
- O=C(NCCOC(=O)c1ccncc1)c1ccccc1
 : -5, 113, 86, 92, 1[fluorescence artefact?], 97, 8, -3, -10
- Cn1c(=O)c(-c2cc(Br)ccc2N)nc2ccccc21
 : 7, 88, 63, 86, 17, 100, 1, -6, -7

Continued.
SMILES	ERa coact inh	ERa SRC1 pot	H69AR inhibit	HUVEC prolif 384	Smad3 FoxH1 inh	Fibroblast inh	Calb biofilm kill	ERb coact inh	sEH activator
COCCOC(=O)C1=C(C)Nc2nc(C)nn2C1c1ccccc1 (stereo not drawn)	-10	126	·	92	0	98	8	-4	-2
C=CC1C(N2CCOCC2)C(C)(C)S1(=O)=O (stereo not drawn)	-1	98	91	77	8	101	-3	2	·
CC(=O)[C@H]1[C@@H]2C(=O)N(c3cccc(Cl)c3)C(=O)[C@@H]2[C@H]2c3ccccc3C=CN21	19	62[fluorescence artefact?]	87	103	10	102	11	31[fluorescence artefact?]	·
CC(C(=O)O)C1SC(=O)NC1=O (stereo not drawn)	-3	104	100	97	0	105	-1	7	-16
O=C1c2ccccc2C(O)N1c1ccc(Cl)cc1 (stereo not drawn)	-8	84	95	105	-4	99	-3	-4	·
O=C(Cc1ccccc1)Nc1ccc2oc(-c3cccnc3)nc2c1	-63[fluorescence artefact?]	790*	85	93	2	106	7	-16[fluorescence artefact?]	-25
CC1CCCCC1NC(=O)CN(C)S(=O)(=O)c1cccc2nsnc12 (stereo not drawn)	0	108	85	98	-6	94	10	-1	-8
CCOP(=O)(c1ccccc1Cl)C1(O)CCCCC1 (stereo not drawn)	-48	96	88	99	5	101	2	-25	-5
Cc1ccc(-c2cn3c(n2)CCCC3)cc1	0	112[fluorescence artefact?]	89	90	2	99	13	-2	·
COCCN(C(=O)c1ccco1)c1nnc(-c2ccc(OC)cc2)s1	2	85	80	113	-8	106	-4	-14	0
O=C1c2ccccc2C(=O)N1c1nc2nccc(-c3ccccc3)n2n1	14	101[fluorescence artefact?]	84	95	0	100	6	10	-6
Cc1cccc(NC(=O)NCC(F)(F)F)n1	-7	91	93	112	1	108	5	-9	2
Brc1ccc2nc3c(n2c1)CCCC3	1	124	93	112	8[fluorescence artefact?]	97	9	6[fluorescence artefact?]	·
CCOC(=O)C1CCCN(C(=O)c2cc3nc(-c4ccc5c(c4)OCO5)cc(C(F)(F)F)n3n2)C1 (stereo not drawn)	1	82	91	83	2	95	1	14	12
COC(=O)CSc1cnc2ccccc2n1	-3	105	96	105	-5	89	9	4	7
O=C1C2C3C=CC(C3)C2C(=O)N1CN(Cc1ccccc1)CN1C(=O)C2C3C=CC(C3)C2C1=O (stereo not drawn)	-5	142	68	102	0	102	8	-3	4
COc1ccc(-c2cc(C(=O)OCC(=O)N3CCCC3)c3ccccc3n2)cc1	-9	102[fluorescence artefact?]	77	70	0	97	7	-6	8
CC(C)CC(=O)Nc1ccc(N2CCOCC2)cc1	7[fluorescence artefact?]	78[fluorescence artefact?]	87	99	-7	101	14	18[fluorescence artefact?]	-7
CCCC1(C(=O)OC)NC(c2cc(OC)c(OC)c(OC)c2)C2C(=O)N(CC)C(=O)C21 (stereo not drawn)	6	108	82	95	2	104	-3	-8	·
O=C1NCCCc2c1no[n+]2[O-]	-2	100	89	94	1	100	11	1	-10
C/C(NCc1cccnc1)=C(\C#N)C(=O)NCc1ccccc1	-3	103	89	90	-7	97	3	0	-12
Cc1nnc(NC(=O)c2cccc(S(=O)(=O)N3CC(c4ccccc4)CC3=O)c2)s1 (stereo not drawn)	10	96	87	94	4	92	5	-6	-5
CC1(C)CC(=O)C2=C(C1)OC(N)=C(C#N)C2c1ccsc1 (stereo not drawn)	21[fluorescence artefact?]	81	92	100	2	102	-1	24[fluorescence artefact?]	·
O=C(NC1CCCCCC1)C1CCN(S(=O)(=O)N2CCC3(CC2)OCCO3)CC1	-8	114	82	92	-2[fluorescence artefact?]	91	6	-6	-66
CC1CCN(c2nc(-c3ccccc3O)nc3ccccc23)CC1	39[fluorescence artefact?]	471*[fluorescence artefact?]	78	89	4	93	5	46[fluorescence artefact?]	-3
CCOC(=O)c1c(C)[nH]c(C(=O)NCc2ccccc2OC)c1C	-5	87[fluorescence artefact?]	86	100	-2	93	·	-10	·
CC(=O)c1ccc(N2CCCC2)c(F)c1	7	130	98	99	8	105	1	-2[fluorescence artefact?]	-9
COc1ccccc1NC(=O)N1CCCC1C(=O)Nc1ccc2c(c1)OCO2 (stereo not drawn)	5	111	90	98	4	104	·	-2	-1
CCCCCCCC(=O)NNC(=O)CCC(=O)O	0	91	83	104	-14	99	5	3	0
CC(C)CCNc1nc(N2CCCC2)c2c(c1C#N)CCN(C)C2	2	106	1.8*	2.5*	6	31*	7	-13	·
O=C(c1cc2ccccc2oc1=O)N(Cc1ccco1)Cc1cccs1	-9	537*	90	110	-6	92	3	-6	-5
CCOC(=O)Cn1c(=O)oc2cc(S(=O)(=O)Nc3cccc(C)c3)ccc21	8	113	101	83	5	101	1	-1	-6
C=C(C)Cn1c(Sc2nnc(C)s2)nc2c1c(=O)[nH]c(=O)n2C	-4	110	94	93	0	93	10	-10	9
CS(=O)(=O)N(CC(=O)N1CCCC1)c1ccc(Cl)c(Cl)c1	1	85	103	108	4	101	5	-4	-14
COc1ccc(C(=O)N2CCN(c3ccc(C)cc3C)CC2)cc1OC	-4	85	103	105	9	106	6	-3	·
OC(COCc1cccs1)CN1CCCCCC1 (stereo not drawn)	0	96	94	94	5	102	3	0	-8
Fc1ccc(CSc2nnc(-c3cccnc3)n2Cc2ccco2)cc1	-7	111	80	100	-2	92	5	-5	9
COc1cc(NC(=O)NC(C)(C(F)(F)F)C(F)(F)F)cc(OC)c1OC	-6	102[fluorescence artefact?]	94	99	5	102	-5	4	0
CC(C)CCNC(=O)C(c1cccs1)N(CC1CCCO1)C(=O)Cn1nnc2ccccc21 (stereo not drawn)	-3	99	86	112	7	107	4	-4[fluorescence artefact?]	18
CCC(C)c1cc(S(=O)(=O)N2CCOCC2)ccc1OC (stereo not drawn)	-18	112	87	93	5	96	6	-24[fluorescence artefact?]	2
Cc1ccc(C)c(S(=O)(=O)NCc2ccncc2)c1	2	116	99	91	1	97	4	-8	-7
COc1ccc(C2=CC(c3ccc(OC)c(OC)c3)n3nnnc3N2)c(OC)c1 (stereo not drawn)	-5	126	28*	114	7	94	4	-5	8
Cc1cccn2c(=O)c(/C=N/O)c(N3CCCC3)nc12	9	92	86	97	-2	95	1	-8	-2
Cc1ncoc1C(=O)Nc1cccc(Cl)c1C	3	97	93	88	7	111	11	8	20
COc1cc2c(cc1OC)C(c1cccs1)CC(=O)N2 (stereo not drawn)	-14	102	90	96	1	92	10	-4	0
CCCc1cc(=O)[nH]c(SCC(=O)c2c(N)n(C)c(=O)n(C)c2=O)n1	-3[fluorescence artefact?]	88	98	81	-1	106	0	-2	4
CC(=O)Nc1nonc1-n1nnc(C(=O)NCc2ccccc2)c1C	1	115	100	92	4[fluorescence artefact?]	103	6	-4	·
CN(C)CCCNCCCNC(=O)c1ccncc1	-13	108	93	96	-3	99	6	-6	-9
Clc1ccc(Cn2nnc(-c3ccccc3)n2)cc1	20	89	100	110	-10	106	-4	6[fluorescence artefact?]	5
CC(C)CCC(CCN1CCOCC1)c1ccc2c(c1)OCO2 (stereo not drawn)	6[fluorescence artefact?]	96	69	94	-4	88	8	8	·
Cc1ccc(C)c(C(=O)Nc2c(C(N)=O)oc3ccccc23)c1	-1[fluorescence artefact?]	111[fluorescence artefact?]	85	103	11	94	5	90*[fluorescence artefact?]	·
O=C(c1c[nH]c2ccc(S(=O)(=O)N3CCC4(CC3)OCCO4)cc2c1=O)N1CCOCC1	10	88[fluorescence artefact?]	103	100	1	106	5	11[fluorescence artefact?]	-10
Cn1c(=O)c(C(=S)NC(=O)C2CC2)c(N)n(Cc2ccccc2)c1=O	-2	106	45	85	-8	81	8	-3	9
O=S(=O)(Nc1cccnc1)c1ccc(Cl)c(C(F)(F)F)c1	20	106[fluorescence artefact?]	109	90	-3	103	2	14[fluorescence artefact?]	8
Cc1ccc(CNC(=O)CCCNS(=O)(=O)c2cccc3nonc23)cc1	-21	141	96	96	-10	94	4	-23	·
